Mcl1 Noxa PPI = Mcl-1/Noxa interaction inhibition | Q07820 | TR-FRET Mcl-1/Noxa peptide binding, 2 h | inhibition, % at 21.7 µM | 220,000 compounds, 1.5% hits | AID 1022;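 active = compounds that cut the protein-peptide binding signal by more than 50% relative to plate controls in a single-dose test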;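 note: His-tagged Mcl-1 with rhodamine Noxa BH3 peptide and terbium anti-His antibody; 0% = Mcl-1 plus Noxa peptide wells and 100% = peptide-only wells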
Target sequence (Q07820 whole entry, looked up): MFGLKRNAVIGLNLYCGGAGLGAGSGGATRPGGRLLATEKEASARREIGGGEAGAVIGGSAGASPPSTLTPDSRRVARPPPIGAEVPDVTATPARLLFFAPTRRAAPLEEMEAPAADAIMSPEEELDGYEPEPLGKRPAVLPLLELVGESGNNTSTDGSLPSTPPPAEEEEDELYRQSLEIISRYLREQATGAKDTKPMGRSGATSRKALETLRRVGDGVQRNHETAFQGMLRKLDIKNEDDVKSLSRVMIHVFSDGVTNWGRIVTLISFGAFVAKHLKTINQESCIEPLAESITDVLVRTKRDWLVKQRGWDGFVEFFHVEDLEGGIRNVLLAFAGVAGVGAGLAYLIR
Rab2 wt GTP = changes GTP binding to wildtype dog Rab2A, up or down. P61105. GST-Rab2 wt beads, Bodipy-GTP binding, flow cytometry. GTP binding activity, % at 10 µM. 190,000 compounds, 0.19% hits;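 active = GTP binding activity at least 20 points away from 100%, either lowered or raised; inconclusive = signal likely due to the compound's own green fluorescence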;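 note: 0% = beads with excess unlabeled GTP and 100% = no-compound control corrected for plate trend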
Rac1 act GTP bind = modulators of GTP binding to human Rac1 activated mutant. P63000. GST-Rac1 activated beads, fluorescent GTP binding, flow cytometry; actives lie on both sides; 100% means binding = to untreated wells. percent activity (GTP binding), % at 10 µM. 190,000 compounds, 0.11% hits;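 active = GTP binding at least 20 percentage points away from the 100% baseline, in either direction, so actives lie on both sides; inconclusive = Compound likely fluorescent itself, or too few beads counted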
Bim-Mcl-1 = human Bim-Mcl-1 interaction inhibition. Q07820. Bead-based flow cytometry, Bim peptide-Mcl-1 binding. inhibition, % at 10 µM. 190,000 compounds, 0.1% hits; in the data active = inhibition above about 40%;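 note: 0% = no compound tracer wells and 100% = peptide blocker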
Avidin fluor = avidin bead compound fluorescence profile; Avidin beads, compound fluorescence 488/530 nm, flow cytometry; stronger effect = higher value; fluorescence (KMESF) at 10 µM; 220,000 compounds, 0.38% hits; AID 1775; in the data active = fluorescence above about 47; note: inactives centre near 10
HRas wt GTP bind = human HRas wildtype GTP binding, change in either direction; GTP binding activity, % at 10 µM; P01112; AID 759; GST-Ras wt beads, Bodipy-FL-GTP binding, flow cytometry; actives lie on both sides; 190,000 compounds, 0.14% hits;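 active = GTP binding activity at least 20% away from the 100% baseline, either lowered as inhibitor or raised as activator; inconclusive = flagged as likely green fluorescent, judged across all proteins in the well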;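 note: 0% = unlabeled GTP competition control and 100% = no-compound control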
Target sequence (P01112 whole entry, looked up): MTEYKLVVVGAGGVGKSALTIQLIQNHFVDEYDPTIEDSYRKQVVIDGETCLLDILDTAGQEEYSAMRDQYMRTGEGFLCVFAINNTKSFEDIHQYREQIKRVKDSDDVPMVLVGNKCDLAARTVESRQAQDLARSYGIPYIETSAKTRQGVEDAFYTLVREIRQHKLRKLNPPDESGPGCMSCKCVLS
Mcl1 Bid PPI = Mcl-1/Bid interaction inhibition; 220,000 compounds, 0.97% hits; TR-FRET Mcl-1/Bid-Dy647 peptide binding, 1536-well; AID 1021; inhibition, % at 21.7 µM;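 active = compounds that cut the binding signal by more than half at the single screening dose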;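 note: His-tagged Mcl-1 with europium anti-His antibody binding Bid BH3 peptide; 0% = Mcl-1 plus peptide wells and 100% = peptide-only wells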
Rac1 wt modul = modulators of human Rac1 wildtype GTP binding; P63000; GST-Rac1 beads, fluorescent GTP binding, flow cytometry; actives lie on both sides; 0 = cold GTP competed, 100 = untreated; GTP binding activity (% of control), % at 10 µM; 190,000 compounds, 0.27% hits; AID 757;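 active = GTP binding activity at least 20 points away from the 100% control level, either lower or higher; inconclusive = compound flagged as likely green fluorescent, judged across all proteins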
Rab7 wt GTP bind = modulators of GTP binding to dog Rab7 wildtype GTPase; GST-Rab7 beads, fluorescent GTP binding, flow cytometry; actives lie on both sides; untreated = 100%, excess cold GTP = 0%; GTP binding activity (percent of control), % at 10 µM; 190,000 compounds, 0.055% hits; AID 758;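 active = fluorescent GTP binding to Rab7 beads changed by at least 20 points from the 100% baseline, either direction, mostly lower; inconclusive = compound itself probably fluorescent, or too few beads counted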;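 note: median green fluorescence of bound Bodipy-FL-GTP per Rab7 bead population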
Cdc42 wt = human Cdc42 wildtype GTP binding change, either direction | AID 761 | GST-Cdc42 beads, Bodipy-GTP binding, flow cytometry; actives lie on both sides | 190,000 compounds, 0.2% hits | percent activity (GTP binding), % at 10 µM | P60953;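 active = percent activity GTP binding at least 20 points away from the 100% baseline, either down as inhibitor or up as activator; inconclusive = compound flagged as likely green fluorescent from well-wide comparison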;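 note: median bead fluorescence of bound Bodipy-FL-GTP at 100 nM; 0% = excess unlabeled GTP control and 100% = no compound control; below 100% means less GTP binding so inhibitor and above means activator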
Target sequence (P60953 whole entry, looked up): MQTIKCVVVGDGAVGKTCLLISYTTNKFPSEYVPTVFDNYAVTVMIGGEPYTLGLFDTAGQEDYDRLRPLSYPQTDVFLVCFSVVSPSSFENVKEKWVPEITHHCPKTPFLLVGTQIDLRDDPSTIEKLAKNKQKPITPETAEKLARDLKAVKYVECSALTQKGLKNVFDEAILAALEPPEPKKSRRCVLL
Pf gametocyte = kills late stage P. falciparum gametocytes. AID 743093. P. falciparum stage V gametocytes, ATP luminescence, 24 h. inhibition, % at 10.9 µM. 150,000 compounds, 0.065% hits;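 active = inhibition above the mean plus 3 SD of compounds within the control limits, set per campaign, cut at about 38% in these data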;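 note: 0% = DMSO wells and 100% = medium only without gametocytes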
An asterisk follows results filed as active; ? = inconclusive; / = no result given; & = joins results of further samples.

Molecule	Mcl1 Noxa PPI	Rab2 wt GTP	Rac1 act GTP bind	Bim-Mcl-1	Avidin fluor	HRas wt GTP bind	Mcl1 Bid PPI	Rac1 wt modul	Rab7 wt GTP bind	Cdc42 wt	Pf gametocyte
Cc1cccc(-n2c(CCCN3C(=O)c4ccccc4C3=O)nc3ccccc3c2=O)n1	-9	104	99	-5	8	100	4	94	98	100	10
O=C(O)c1nn2c(C(F)(F)F)cc(-c3cccs3)nc2c1Cl	14	82	93	9	10	86	-9	83	92	90	15
Cc1ccc(NC(=O)c2oc3ccc(S(=O)(=O)N4CCOCC4)cc3c2C)cc1C	-6	95	99	-2	41	96	-14	99	98	100	/
CCOC(=O)C1=C(CSc2nc3ccccc3s2)NC(=O)NC1c1cccc([N+](=O)[O-])c1 (centres undefined)	14	94	98	-1	13	99	-12	99	99	100	5
COc1ccc(C=O)cc1COc1ccc(F)cc1F	14	100	97	-2	28	102	-7	102	102	103	/
CNc1cccc2c1C(=O)c1ccccc1C2=O	48	90	97	-1	10	92	4	92	98	97	-3
O=C(Cc1cccc2ccccc12)Nc1ccc2oc(-c3ccccc3)nc2c1	-21	98	99	-4	31	99	-21	104	96	100	4
CC1(C)Cc2c(sc(NC(=O)C3CC(Cl)=CCC3C(=O)O)c2C#N)CO1 (centres undefined)	-2	97	93	0	9	99	-16	100	104	94	-12
COc1ccc(CN2CCN(C(=O)c3cccs3)CC2)c(OC)c1OC	19	100	100	-5	9	102	26	106	99	101	/
CC(C)(C)NC(=O)Cn1ccc(=N)c2ccccc21	14	95	93	7	10	94	-22	93	95	95	/
N#CC1=C(SCC(=O)NC23CC4CC(CC(C4)C2)C3)NC(=O)C(C#N)C12CCCCC2 (centres undefined)	11	100	99	-5	28	100	0	104	100	99	2
CCOc1ccc(OCc2ccc(C(=O)N(CC)CC)cc2)cc1	-3	93	97	-3	9	96	-14	97	96	95	9
Cc1cc(Cl)ccc1OCC(=O)N1C(C)CCCC1C (centres undefined)	-17	100	99	0	22	102	-18	105	99	103	/
O=C(Nc1ccccc1)C1Cc2ccccc2CN1C(=O)c1ccco1 (centres undefined)	-4	107	101	-3	11	105	-39	104	102	106	1
COc1cc(C=Nc2cccc(C)c2)c(O)c([N+](=O)[O-])c1	39	84	85	53*	17	83	-81	83	85	85	-11
COCc1cc(C)nc(SCC(=O)Nc2ccc(C)c(C)c2)c1C#N	3	92	92	-3	2	94	-51	93	93	92	/
CCCSC1=C(C#N)C(c2cc(OC)ccc2OC)CC(=O)N1 (centres undefined)	4	98	97	-2	22	97	-6	103	99	100	/
CC[C@H](C)/C=C(C)/C=C/C1=CC2=CC(=O)[C@]3(C)OC(=O)[C@@H](C(C)=O)[C@@H]3C2=CO1	4	92	92	1	7	93	-13	93	93	93	/
Cc1ccc(SCC(=O)NC(=O)NCc2ccco2)cc1C	/	93	93	-3	9	93	1	90	93	95	/
Cc1ccc(O)c(NC(=O)c2noc3c2CCc2ccccc2-3)c1	5	101	97	-2	9	99	5	103	96	97	/
Cc1ccc(NC(=O)c2cc(N3C(=O)C=CC3=O)ccc2N2CCOCC2)cc1	55*	96	95	0	7	96	-24	95	97	96	-12
O=C1NC2c3ccccc3C(=O)N2c2c1cnn2-c1ccccc1 (centres undefined)	0	103	99	0	37	102	-4	106	99	105	3
Cc1ccc(O)c(C(=O)c2cc(C#N)c(=O)n(Cc3ccccc3)c2)c1	12	105	96	0	6	102	-34	104	102	100	14
COc1ccc(C2CC(=O)N(CC(=O)NCC3CCCO3)c3ccccc3S2)cc1OC (centres undefined)	2	103	96	-8	15	100	2	100	105	98	-1
CN(Cc1ccco1)C(=O)c1ccc(N2CCCC2=O)cc1	23	95	96	-2	27	96	0	95	95	98	/
OCc1ccnc2c(O)cccc12	-69	96	98	-1	9	96	-115	97	91	95	/
O=C(OCc1nc2ccccc2[nH]1)C1CCCCC1	2	102	100	-3	13	100	-17	102	101	98	15
O=C(/C=C/c1cccc(Cl)c1)NCCN1CCOCC1	15	97	97	-2	4	98	-1	105	96	101	15
Fc1ccc(-c2nc3cnccn3c2NC2CCCC2)cc1	-3	99	94	0	7	94	-41	95	102	101	15
C/C=C/c1ccc(OCCCNC2CCCC2)c(OC)c1	9	100	101	0	10	102	31	106	99	103	/
CN1CCN(c2ccc(C(=O)c3ccccc3)cc2[N+](=O)[O-])CC1	-4	105	107	0	7	106	-25	106	105	103	/
O=C(C1CCN(C2CC(=O)N(c3ccc(Cl)cc3)C2=O)CC1)N1CCOCC1 (centres undefined)	23	104	102	-1	7	105	-2	103	102	103	3
CCOc1ccc(N=C2NC(=O)C(CC(=O)O)S2)cc1 (centres undefined)	7	99	100	2	28	101	-37	102	99	101	/
CCn1c(C(C)NC(=O)c2cccc(C)c2)nc2ccccc21 (centres undefined)	21	101	100	-2	7	99	-2	103	99	103	/
CNC(=O)CCC(=O)Nc1ccc(C)cc1	9	101	99	0	9	99	-20	108	108	100	-8
CC(C)OCCCNC(=O)c1ccc2c(=O)n(Cc3ccc4c(c3)OCO4)c(=S)[nH]c2c1	-56	103	101	0	9	101	14	104	98	97	-20
O=C(CNC(=O)C1CCCCC1)NC1=NCCS1	-6	96	97	-1	5	94	-17	94	92	97	/
Cc1ccc(CSCCNC(=O)CN2C(=O)c3ccccc3S2(=O)=O)cc1	9	96	96	-1	30	98	-5	104	94	100	-18
COc1ccccc1Cn1c(=O)c2ccccc2n2c(SCc3csc(C)n3)nnc12	6	98	95	-1	14	98	-24	94	96	99	-17
Cc1ncsc1CCOC(=O)c1cccc([N+](=O)[O-])c1	20	97	98	-1	13	94	-2	102	90	102	14&-3
Cc1cc(CNC(=O)COc2ccc(C)c(C)c2)c2ccccc2n1	-7	101	96	0	8	99	-5	101	106	97	5
O=C1c2ccccc2NC(c2ccccn2)N1c1ccccc1F (centres undefined)	-8	103	98	-1	4	100	-9	104	100	104	10
CSc1ccc(C#N)cc1NC(=O)c1cccc(Cl)c1	1	105	103	-2	36	107	0	107	106	110	/
Cc1cccc(OCC(=O)Nc2ccc(N3CCN(S(C)(=O)=O)CC3)cc2)c1C	10	107	102	-2	10	102	-7	93	103	98	7
O=C(CN(CC1CCCO1)S(=O)(=O)c1ccc(S(=O)(=O)NCC2CCCO2)cc1)Nc1ccccc1 (centres undefined)	-13	99	96	1	7	99	0	99	99	99	/
O=C(CSc1nnc(CCCO)n1-c1ccccc1)Nc1nccs1	8	102	100	-5	15	99	-26	105	103	102	/
Cc1csc(NC(=O)CSc2ccc(-c3ccc(F)cc3)nn2)n1	19	97	95	-2	10	95	-12	101	95	98	/
CCn1c(CNc2ccc(F)cc2)nnc1SCC(=O)Nc1ccc(OC)cc1OC	21	102	98	-1	27	100	-5	106	100	101	-20
Cn1nc(C(F)(F)F)c(C(=O)Nc2ccc(F)cc2F)c1Oc1cccc(Cl)c1	-5	101	99	0	25	101	-21	102	104	99	-12
CC(C)Cc1n[nH]c(=O)[nH]1	6	101	101	-2	7	99	-24	106	100	101	/
CSc1nc(N(C)NC(=O)c2ccc(F)cc2)c2ccccc2n1	3	99	98	-3	5	100	-2	99	102	98	/
CC(C)CN(CC(C)C)C1=N/C(=C\c2ccco2)C(=O)N1c1ccccc1	-4	100	100	-1	11	99	-99	106	96	99	/
O=C(Nc1ccc(Cl)cc1C(F)(F)F)c1ccccc1Cl	-4	100	100	-1	20	98	-30	104	96	99	-8
O=c1cc(-c2ccccc2)nc2nc(-c3ccccc3)[nH]n12	25	94	92	-4	34	95	2	93	95	94	20
O=C(CCCSc1nc(-c2ccco2)cc(C(F)(F)F)n1)NCc1cccs1	8	?	?	0	25	?	-6	?	?	?	-29
Cn1nc(C(F)(F)F)c(C(=O)Nc2ccc(C(F)(F)F)cc2)c1Cl	8	95	95	0	24	95	17	97	97	94	21
CCOc1ccccc1Nc1nc(-c2sc(NC(=O)c3ccc([N+](=O)[O-])cc3)nc2C)cs1	86*	96	98	-1	14	99	96*	100	97	101	/
COc1ccccc1NC(=O)Nc1ccc(Br)cn1	13	103	99	0	6	103	-26	108	104	102	/
CCC(CC)C(=O)Nc1nnc(SCC(=O)N2CCN(c3ccccc3OC)CC2)s1	/	91	90	0	11	93	-18	91	90	94	16
CCNc1nc(Oc2ccc(=O)n(C)n2)nc(N2CCOCC2)n1	-6	99	100	-5	6	100	34	104	99	100	/

Other records follow.
Molecule	Mcl1 Noxa PPI	Rab2 wt GTP	Rac1 act GTP bind	Bim-Mcl-1	Avidin fluor	HRas wt GTP bind	Mcl1 Bid PPI	Rac1 wt modul	Rab7 wt GTP bind	Cdc42 wt	Pf gametocyte
CC(C)Cn1c(N)c(C(=O)COC(=O)C2CC(=O)N(Cc3ccccc3Cl)C2)c(=O)n(C)c1=O (centres undefined)	6	96	94	-1	10	96	8	97	98	99	2
O=C(c1ccccc1)c1cnc(-c2ccccc2)s1	13	101	93	0	10	98	4	102	104	97	-16
Cc1cc2cc(CNC(=O)c3ccc4c(c3)OCO4)ccc2n1C	30	95	96	0	25	97	-15	95	93	99	/
CCc1nc(N)c(C#N)c(-c2ccc(F)cc2)c1C	8	?	?	-3	12	?	-19	?	?	?	/
Cn1cc(-c2nc3ccccc3[nH]2)c2ccccc21	49	94	94	0	9	95	3	94	94	95	/
CCCCn1c(SCC(=O)Nc2cccc(OC)c2)nc2ccc(N3CCOCC3)cc2c1=O	18	97	99	0	9	97	-46	102	98	100	-6
Cc1cc(-c2nnco2)c(C)n1-c1ccccc1	4	93	96	-5	6	95	-47	99	92	96	-15
O=C(NCc1ccncc1)C(=O)N/N=C/c1cccnc1	1	100	96	0	11	95	-19	98	98	96	2
CCC(=O)Nc1ccc(-c2nc(-c3ccccc3)n(CC(=O)N3CCCCC3)n2)cc1	-8	104	100	-1	16	101	-11	105	103	104	/
O=C(CN1C(=O)NC(Cc2ccccc2)C1=O)NC(=O)NC1CCCCC1 (centres undefined)	-2	99	101	0	35	101	4	107	103	99	/
Cc1ccc(S(=O)(=O)Cn2nnnc2C(C(C)C)N2CCc3ccccc3C2)cc1 (centres undefined)	-7	104	100	-2	5	101	-30	114	102	105	/

Screens (PubChem BioAssay)
